High-throughput results deposited in PubChem BioAssay by Johns Hopkins Ion Channel Center.
KCNQ2 block: KCNQ2 channel blockers in CHO-K1 cells – cell-based, FluxOR thallium flux, B-score, primary screen (AID 2156) | O88943 | 20 min; active compounds read low | 310,000 compounds, 1.1% hits | B-score at 10 µM;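 active = fluorescence ratio B-score at most minus 3 library SDs, with starting brightness B-score within 2 library SDs, cut at about -5.5 in these data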
Kir21 block: blocks the mouse Kir2.1 inward-rectifier potassium channel | AID 1672 | HEK293-Kir2.1, FluxOR thallium flux fluorescence; active compounds read low | B-score at 10 µM | 310,000 compounds, 0.85% hits | P35561;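 active = fluorescence ratio B-score at or below minus 3 SD of library scores, with starting-brightness B-score within 2 SD, cut at about -4.2 in these data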;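 note: channel flux triggered by added potassium and thallium sulfate stimulus; B-score of peak minus minimum fluorescence over baseline after thallium stimulus; more negative B-score means stronger Kir2.1 block with less thallium influx; some compounds called inactive have numbers as strong as hits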
Target sequence (P35561 whole entry, looked up): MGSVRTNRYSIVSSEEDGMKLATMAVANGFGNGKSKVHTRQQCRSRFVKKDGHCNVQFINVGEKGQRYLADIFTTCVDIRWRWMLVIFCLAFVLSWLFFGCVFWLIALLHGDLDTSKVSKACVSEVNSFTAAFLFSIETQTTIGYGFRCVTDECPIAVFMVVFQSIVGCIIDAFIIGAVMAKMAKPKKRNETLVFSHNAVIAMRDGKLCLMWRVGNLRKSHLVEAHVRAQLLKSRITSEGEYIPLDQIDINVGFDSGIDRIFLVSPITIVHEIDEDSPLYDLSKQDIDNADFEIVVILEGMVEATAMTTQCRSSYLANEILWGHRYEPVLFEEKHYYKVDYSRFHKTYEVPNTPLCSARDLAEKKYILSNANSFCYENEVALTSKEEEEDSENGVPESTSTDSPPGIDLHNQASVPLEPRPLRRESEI
CHT block: inhibitors of human choline transporter CHT; Q9GZV3; CHT-expressing cells, membrane potential dye, choline response; active compounds read low; B-score at 10 µM; 310,000 compounds, 0.86% hits; AID 488975;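 active = B-score over 3 SD under the library average, and starting fluorescence ratio not unusually high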;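 note: choline stimulus applied at its EC90 after an EC20 pre-addition; B-score computed on integrated fluorescence ratio after choline addition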
Target sequence (Q9GZV3 whole entry, looked up): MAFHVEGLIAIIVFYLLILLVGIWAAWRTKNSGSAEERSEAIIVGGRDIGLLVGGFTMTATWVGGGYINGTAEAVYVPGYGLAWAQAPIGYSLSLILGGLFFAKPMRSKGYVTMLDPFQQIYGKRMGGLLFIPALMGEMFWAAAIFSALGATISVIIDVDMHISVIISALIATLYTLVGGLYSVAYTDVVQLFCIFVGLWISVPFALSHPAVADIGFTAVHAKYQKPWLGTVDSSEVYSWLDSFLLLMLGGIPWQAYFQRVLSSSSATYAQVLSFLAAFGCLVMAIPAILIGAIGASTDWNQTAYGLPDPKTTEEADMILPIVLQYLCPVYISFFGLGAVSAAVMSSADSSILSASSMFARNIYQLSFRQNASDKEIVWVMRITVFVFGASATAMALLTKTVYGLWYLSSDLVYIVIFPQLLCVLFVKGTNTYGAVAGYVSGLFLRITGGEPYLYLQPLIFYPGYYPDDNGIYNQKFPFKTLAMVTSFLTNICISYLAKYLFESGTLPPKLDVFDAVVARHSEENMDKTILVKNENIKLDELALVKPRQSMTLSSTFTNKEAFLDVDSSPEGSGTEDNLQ
* hit, by the source's call; i = inactive. Compounds as they come (roughly 2.6% active in at least one column).

KCNQ2 block	CHT block	Compound	Kir21 block
i	i	O=C(CSc1ccc(-c2ccco2)nn1)NCc1ccc2c(c1)OCO2	0
i	i	COc1ccc(C(=O)NCc2nnc(SCC(=O)c3ccccc3)n2C)cc1	-0.32
i	i	COc1ccc(NC(=O)COC(=O)[C@@H]2CCCN2S(=O)(=O)c2ccccc2F)c(OC)c1	-0.03
i	i	CC1Oc2ccccc2N(Cc2ccc(F)cc2)C1=O (stereo not given)	-0.43
i	i	Cc1ccc(S(=O)(=O)N2CCC(=O)N(C(CO)C(C)C)CC2)cc1 (stereo not given)	-1.03
i	i	O=c1c(-c2ccc3c(c2)OCCO3)coc2cc(O)cc(O)c12	0.1
i	i	CC(C)(C)c1ccc(Oc2ccc(NC(=O)c3cccs3)cn2)cc1	0.56
i	i	CCC(=O)Nc1nc2nc(C)cc(=O)n2[nH]1	0.92
i	i	CCN(CC)C(=O)c1c(NC(=O)c2ccccc2)sc(C)c1C	-0.77
-6.51*	i	O=C(CSCc1ccccc1)N1CCN(c2cccc(C(F)(F)F)c2)CC1	2.58
i	i	Cc1ccc(NC(=S)N2CCN(S(C)(=O)=O)CC2)cc1C	-0.66
i	i	O=S(=O)(Nc1nc2ccccc2nc1-[n+]1cccc(N=C([O-])c2ccccc2Cl)c1)c1ccccc1	-1
i	i	COc1ccc(-c2csc(Nc3cccc(C)n3)n2)cc1	0.16
i	i	CCc1nonc1NC(=O)COc1cc(C)c(Cl)c(C)c1	-1.31
i	i	COc1cccc(C2=NOC(C(=O)N3CCN(Cc4ccccc4)CC3)C2)c1OC (stereo not given)	-0.4
i	i	Cc1ccc(/C=C/C(=O)c2c(C)cc(C)[nH]c2=O)cc1	-0.85
i	i	Cc1ccc(S(=O)(=O)NCc2c(-c3ccccc3)c3cc(Cl)ccc3[nH]c2=O)cc1	-0.06
i	i	O=C(O)C(Cc1ccc(Cl)cc1)Sc1nc2ccccc2[nH]1 (stereo not given)	-0.42
i	i	COc1ccc(O)c(CN2CCC(n3nccc3NC(=O)C3CCCC3)CC2)c1	-1.62
i	i	CCCCCNC(=O)c1ccc2c(c1)ncn2-c1ccc(OC)cc1	-1.13
i	i	CCCc1cc(=O)n2nc(N3CCC(C(=O)N4CCN(c5ccc(OC)cc5)CC4)CC3)sc2n1	0.7
i	i	COc1ccc(C(=O)N/N=C(\C)c2ccc(NC(=O)Cc3ccccc3)cc2)c(OC)c1	1.44
i	i	Cn1c(-c2ccc(F)cc2)cnc1NCc1cccc(F)c1	0.81
i	i	O=C(Nc1ccc2c(c1)OCO2)N1CCN(C(=O)C2CCCO2)CC1 (stereo not given)	0.37
i	i	Cc1cccc(N2CCN(C(=O)Cc3cn(C)c4ccccc34)CC2)c1C	0.04
i	i	O=[N+]([O-])c1ccc(N2CCN(c3ccc(O)cc3)CC2)c(Cl)c1	-1.18
i	-11.4*	O=C(OCc1nc2ccsc2c(=O)[nH]1)c1ccc(Cl)s1	0.1
i	i	COc1cc(C(=O)N2CCC(O)(c3ccccc3)CC2)cc(OC)c1OC	0.38
i	i	COc1ccccc1-c1nnc2sc(-c3cnccn3)nn12	-1.76
i	i	Cc1ccc(S(=O)(=O)N2CCN(C(C)C(=O)N3CCCc4ccccc43)CC2)cc1 (stereo not given)	0
i	i	COc1ccccc1CNC(=O)COn1nnc2ccc(S(=O)(=O)N3CCOCC3)cc21	-0.08
i	i	Cc1ccccc1NC(=O)COC(=O)/C=C/c1cccc(C(F)(F)F)c1	0.13
i	i	O=C(NC1CCCC1)C(c1ccc(F)cc1)N(Cc1ccccc1Cl)C(=O)CCl (stereo not given)	-0.37
i	i	CS(=O)(=O)N(CC(=O)N1CCCC1)c1cc(Cl)c(Cl)cc1Cl	1.9
i	i	Cc1csc(NC(=O)C(F)(F)F)n1	-0.54
i	i	Cc1ccc(C(=O)Nc2nnc(C3=COCCO3)o2)cc1C	-0.74
i	i	COc1cc(C)nc(N2CCCC(C(=O)NC3CCC(C)CC3)C2)n1 (stereo not given)	0.54
i	i	COc1ccc(/C=N/NC(=O)CCCOc2ccc(Cl)cc2Cl)cc1	-0.56
i	i	CC(=O)OCCc1c(C)nc2nc[nH]n2c1=O	1.67
i	i	Cc1ccc(CN2CCSc3ccc(C(=O)NCC4CCCO4)cc32)cc1 (stereo not given)	-0.03
i	i	O=C(Nc1ccccc1)c1ccc(Br)o1	-0.35
i	i	N#CC1=C(C2CC2)CC(c2ccccc2)C(C#N)=C1N (stereo not given)	0.52
i	i	O=C1c2cccnc2C(Nc2ccc(Br)cc2Br)N1Cc1cccs1 (stereo not given)	0.33
i	i	CCc1ccc(-c2nc(CN3CCC(C(=O)N4CCN(c5ccccc5)CC4)CC3)c(C)o2)cc1	-0.6
i	i	Cn1c(CSCc2ccccc2)n[nH]c1=S	-0.22
i	i	CS(=O)CCC(NS(=O)(=O)c1ccccc1)C(=O)O (stereo not given)	2.11
i	i	O=C(NCc1ccc2c(c1)OCO2)C(=O)NCC1OCCCN1S(=O)(=O)c1cc(F)ccc1F (stereo not given)	-0.08
i	i	Cn1cc(S(=O)(=O)CC(=O)Nc2ccc3c(c2)OCO3)c2ccccc21	2.12
i	i	Cc1cc(C(=O)NC2CC(C)(C)Cc3c2cnn3-c2ccc(F)cc2)no1 (stereo not given)	1.62
i	i	CCOC(=O)c1c(S(=O)(=O)N(C)Cc2ccco2)c(C)n(C)c1C	0

Following part
KCNQ2 block	CHT block	Compound	Kir21 block
i	i	Cc1ccc(O)c(N/C=C/C(=O)c2ccc(F)cc2)c1	-0.11
i	i	COc1ccc(NC(=O)c2cc(S(=O)(=O)N3CCOCC3)cn2C)c(OC)c1	0.23
i	i	N#Cc1cnc2ncnn2c1-c1ccccc1	0.06
i	i	O=C(O)CSC1=NC(=Nc2cccc(Cl)c2)C2(CCCCC2)N1c1ccccc1	0.92
i	i	CCc1ccc(-c2cc(C)no2)cc1S(=O)(=O)NCCCN1CCN(c2ccccc2)CC1	-0.43
i	i	CC1(c2cccc(Br)c2)NC(=O)N(CC(=O)Nc2ccc(F)cc2)C1=O (stereo not given)	-0.18
i	i	O=C(CC1C(=O)NCCN1C(=S)Nc1ccccc1)Nc1ccc(F)cc1 (stereo not given)	-0.54
i	i	CCCn1c(SCC(=O)N2CCCC2)nc2c1c(=O)n(C)c(=O)n2C	-0.32
i	i	COc1ccccc1/C=N/NC(=O)c1cccc(NC(=O)c2ccccc2Cl)c1	-2.33
i	i	Cc1ccc(Cn2c(C(C)Nc3nc(-c4ccc(Cl)cc4)cs3)nc3cc(C(=O)NCCCO)ccc32)cc1 (stereo not given)	1.42
i	i	Cc1ccc(S(=O)(=O)N2CCN(C(=O)COC(=O)COc3cccc4c3OC(C)(C)C4)CC2)cc1	-1.62
i	i	CC(=O)Nc1ccc(S(=O)(=O)NC(CSc2ccc(C(=O)O)cc2[N+](=O)[O-])C(=O)O)cc1 (stereo not given)	0.7
i	i	CCOC(=O)Cn1nc(-c2ccc(C)cc2)ccc1=O	-0.7
i	i	Cc1ccc(C2C(=O)N(C3CCCC3)CC(=O)N2C2CCCCC2)cc1 (stereo not given)	0.61
i	i	c1nc2sc3c(c2c2nnnn12)CCCC3	0.87
i	i	Cc1ccc(NC(=O)CN(C)CC(=O)Nc2ccc(F)c(F)c2F)c(Cl)c1	0.02
i	i	O=C(c1ccc(S(=O)(=O)N2CCOCC2)cc1)N1CCN(c2ccccc2)CC1	-2.34
i	i	CCn1c(C)c(/C=N/Nc2nc3ccccc3s2)c2ccccc21	0.99
i	i	CC[n+]1c(/C=C/C=C/N(C(C)=O)c2ccccc2)sc2ccccc21	-12.6
i	i	O=C(COc1ccccc1[N+](=O)[O-])OCC(=O)N1CCC(Cc2ccccc2)CC1	0.02
i	i	C=CCn1c(=O)c(C(=O)Nc2ccccc2O)c(O)c2ccccc21	0.18
i	i	CCCCOC(=O)C1=C(C)Nc2nnnn2C1c1ccccc1Cl (stereo not given)	-0.02
i	i	c1cncc(-c2noc(-c3ccco3)n2)c1	0.44
i	i	COc1ccc(OC)c(CN(CCCN2CCOCC2)C(=O)Nc2ccccc2)c1	-2.33
i	i	CCCCC(CC)C(=O)Nc1ncc([N+](=O)[O-])s1 (stereo not given)	-0.06
i	i	O=C1N/C(=C\c2ccccc2)C(O)=C1C=NCc1ccccc1	-0.02
i	i	COC(=O)Oc1ccc(/C=N/NC(=O)CSCc2ccc(Cl)cc2)cc1OC	0.02
i	i	CNC(=O)N(O)C1N(/N=C/c2ccccc2OC)C(=S)SC1(C)C (stereo not given)	0.56
i	i	CCOc1cccc2sc(N(CCCN(C)C)C(=O)c3ccc(S(=O)(=O)N(CC)Cc4ccccc4)cc3)nc12	0.34
i	i	Nc1ccc(S(=O)(=O)N2CCc3ccccc32)cc1	-0.7
i	i	COc1ccccc1NC(=O)C(C)OC(=O)COc1cccc2c1OC(C)(C)C2 (stereo not given)	-4.61*
i	i	COCCn1c(C2CCCCC2)nc2sc3ccccc3c(=O)c2c1=O	0.31
i	i	CC(C)[C@H](NS(=O)(=O)c1ccc2c(c1)OCCO2)C(=O)OCC(=O)Nc1ccccc1	0
i	i	Cc1ccc(S(=O)(=O)N2CCN(c3ccc(C(F)(F)F)cc3[N+](=O)[O-])CC2)cc1	-0.03
i	i	CCN(CC)c1ccc(C(=O)Nc2cccc(F)c2)cc1	1.73
i	-7.09*	CC1CCCC(C)N1CCCNC(=O)CN1C(=O)c2cccnc2Oc2ccc(Cl)cc21 (stereo not given)	3.24
i	i	CCC(=O)N(CCC(Cc1ccccc1)c1ccco1)Cc1ccco1 (stereo not given)	-12.1*
i	i	Cc1ccc(NC(=O)CSC2=C(C#N)C(c3ccc4c(c3)OCO4)CC(=O)N2)cc1C (stereo not given)	0.24
i	i	CCn1c(SCC(=O)Nc2cc(Cl)ccc2OC)nnc1C1CC1	-0.02
i	i	Cc1cccc(N/N=C(\C(N)=O)C2=NC(C)(C)Cc3ccccc32)c1	0.81

An excerpt from above in order of SMILES length, lowest first:
KCNQ2 block	CHT block	Compound	Kir21 block
i	i	CCN(CC)c1ccc(C(=O)Nc2cccc(F)c2)cc1	1.73
i	i	COc1ccccc1NC(=O)C(C)OC(=O)COc1cccc2c1OC(C)(C)C2 (stereo not given)	-4.61*
i	i	Cc1ccc(NC(=O)CSC2=C(C#N)C(c3ccc4c(c3)OCO4)CC(=O)N2)cc1C (stereo not given)	0.24
i	i	CC(C)[C@H](NS(=O)(=O)c1ccc2c(c1)OCCO2)C(=O)OCC(=O)Nc1ccccc1	0
i	i	Cc1ccc(S(=O)(=O)N2CCN(c3ccc(C(F)(F)F)cc3[N+](=O)[O-])CC2)cc1	-0.03

Other entries follow:
KCNQ2 block	CHT block	Compound	Kir21 block
i	i	Clc1ccc(-c2csc(-c3ccno3)n2)cc1	-0.3
i	i	Cc1noc(NS(=O)(=O)c2ccc(NC(=O)c3nn(-c4ccccc4)ccc3=O)cc2)c1C	-0.01
i	i	CCOc1ccc(NC(=O)CCn2ccnc2)cc1	0.03
i	i	Cc1cc(C(=O)Nc2ccc(C(=O)O)cc2)c(-c2ccccc2)o1	0.09
i	i	O=C(N/N=C/c1cc([N+](=O)[O-])ccc1O)c1cccc2cc[nH]c12	2.96
i	i	CC(C)CNS(=O)(=O)c1ccc(CCC(=O)NCc2ccco2)cc1	-1.84
i	i	COc1ccc(C(=O)NCc2nnc(SCC(=O)Nc3nc4ccccc4s3)o2)cc1OC	0.25
i	i	O=[N+]([O-])c1cccc(C(=Nc2cccc(Cl)c2)NO)c1	-1.94
i	i	CCC[N+](CC#Cc1ccccc1)(CCC)CC(=O)OCC	-1.09
i	i	O=C(Nc1ccc(Br)c(Cl)c1)C1CC1	0.16
i	i	O=C(NCCc1ccccc1)c1cccc(N2C(=O)C3CC=CCC3C2=O)c1 (stereo not given)	0.25
i	i	CCCCC1CC(CSC(=N)N)OC1=O (stereo not given)	2.06
i	i	CCOc1ccc(NC(=S)N2CCC(N(C)CC3CCCO3)CC2)cc1 (stereo not given)	0.06
i	i	CCN(c1ccccc1C)S(=O)(=O)c1nnc(NC(=O)c2ccco2)s1	-1.26
i	-5.57*	Cn1c(-c2sccc2OCc2ccc(Cl)cc2Cl)n[nH]c1=S	-5.51*
i	i	CCn1c(SCC(=O)Nc2ccc3c(c2)OCCO3)nc2c(c1=O)SC(C)C2 (stereo not given)	-0.84
i	i	Cc1ccc(CNC(=O)CSc2nccn(-c3ccc(C)c(F)c3)c2=O)cc1	-1.16
i	i	CN(C)CCOc1cc(Cl)cc(Cl)c1	0.8
i	i	Cc1ccccc1Cn1nc(C)c(NC(=O)c2noc3c2CCCC3)c1C	1.35
i	i	O=C(NCc1cccnc1)C(=O)NCC1OCCN1S(=O)(=O)c1ccc(Cl)cc1 (stereo not given)	0.63
i	i	Cc1ccc(Cn2c(SCC(=O)NCC3CCCO3)nc3c(sc4ccccc43)c2=O)cc1 (stereo not given)	-0.75
i	i	CC(C)c1ccc(-c2cc(C(=O)N3N=C(C(F)F)CC3(O)C(F)F)c3ccccc3n2)cc1 (stereo not given)	-0.01

Part of the list above, with each value named:
molecule: O=C(NCc1cccnc1)C(=O)NCC1OCCN1S(=O)(=O)c1ccc(Cl)cc1 (stereo not given)
  KCNQ2 block: i | CHT block: i | Kir21 block: 0.63
molecule: CCCCC1CC(CSC(=N)N)OC1=O (stereo not given)
  KCNQ2 block: i | CHT block: i | Kir21 block: 2.06
molecule: Cc1ccc(Cn2c(SCC(=O)NCC3CCCO3)nc3c(sc4ccccc43)c2=O)cc1 (stereo not given)
  KCNQ2 block: i | CHT block: i | Kir21 block: -0.75
molecule: CCn1c(SCC(=O)Nc2ccc3c(c2)OCCO3)nc2c(c1=O)SC(C)C2 (stereo not given)
  KCNQ2 block: i | CHT block: i | Kir21 block: -0.84
